Screening results from PubChem BioAssay.
NOD2 inhibition – NOD2 signaling inhibitors, cell-based, luminescence, uHTS, HEK293 (AID 1566); 0.63% of 290,000 active; inhibition, % at 4 µM; hits with a dose series show EC50 in µM; HEK293 NOD2/NF-kB luciferase reporter, luminescence; higher % means a stronger effect; note: many of its hits are not listed in these tables
KOR beta-arrestin-1 – KOR antagonists, beta-arrestin recruitment, cell-based, luminescence, uHTS (AID 1778); KOR beta-arrestin recruitment, luminescence, antagonist mode; higher % means a stronger effect; one-dose inhibition, % at 10 µM; IC50 in µM for titrated hits; 0.091% of 290,000 active; note: strong numbers were not always called active
NOD1 NF-kB reporter – NOD1 signaling inhibitors, primary screen, cell-based, luminescence, uHTS (AID 1578); NOD1-driven NF-kB luciferase reporter cells, luminescence; higher % means a stronger effect; inhibition, % at 4 µM; hits with a dose series show EC50 in µM; 1% of 290,000 active; in the data active = inhibition mostly above about 36%, no sharp cut-off; inactive = mostly below about 34%;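 note: HEK-293T reporter cells stimulated with the NOD1 agonist gamma-tri-DAP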
SV40 large T antigen – SV40 large T antigen inhibitors, biochemical (AID 1903). 0.39% of 310,000 active. SV40 large T antigen ATPase/helicase inhibition assay; higher % means a stronger effect. inhibition, % at 20 µM; hits with a dose series show IC50 in µM; in the data active = a potency from the dose series; inconclusive = inhibition mostly from about 32% at the one dose, without a potency; inactive = the rest, 99 in 100 with inhibition below about 32%; note: strong numbers were not always called active
GPR55 LPI antagonism – GPR55 antagonists blocking LPI-driven arrestin recruitment, primary screen, imaging, U2OS, beta-arrestin-GFP, LPI agonist (AID 2013). one-dose inhibition, % at 10 µM; IC50 in µM for titrated hits. U2OS GPR55 beta-arrestin-GFP translocation imaging, LPI antagonism; higher % means a stronger effect. 0.13% of 290,000 active;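 active = spots per cell inhibited over 60%, with over 100 cells counted and total cytoplasm intensity under 500,000; inconclusive = wells with under 100 cells, flagged as likely toxic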;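 note: U2OS cells stably carrying GPR55 and arrestin-GFP stimulated by 5 µM LPI near EC80; imaged beta-arrestin-GFP aggregate spots per cell after agonist stimulation; plate controls were LPI-stimulated DMSO wells for no effect and DMSO wells without LPI for full effect; some results filed as inactive read as strong as hits; confirmed hits need IC50 under 10 µM and bright autofluorescent wells are also inconclusive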
KOR beta-arrestin-2 – kappa opioid receptor activators – cell-based, luminescence, uHTS, primary screen (AID 1777); 0.02% of 280,000 active; activation, % at 10 µM; hits with a dose series show EC50 in µM; KOR beta-arrestin recruitment, luminescence; higher % means a stronger effect; in the data active = activation above about 50%, passing the limit was not always enough; note: a part of the inactive calls stands beside numbers as strong as those of hits
GPR55 activation – selective activators of receptor GPR55 – imaging, U2OS cells, beta-arrestin-GFP redistribution, primary screen (AID 1961). U2OS GPR55 beta-arrestin-GFP redistribution imaging; higher % means a stronger effect. one-dose activation, % at 10 µM; EC50 in µM for titrated hits. 0.048% of 290,000 active;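 active = activation above 40% with more than 50 cells counted in the well; inconclusive = wells holding fewer than 50 cells, flagged as toxic or sparse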;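 note: U2OS osteosarcoma cells stably expressing GPR55 and beta-arrestin-GFP; plate controls were DMSO negative control for no effect and LPI positive control for full effect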
HIV fusion peptide – inhibitors of HIV fusion peptide binding, primary screen, biochemical, uHTS, fluorescence dequenching (AID 1986); 0.3% of 290,000 active; inhibition, % at 20 µM; hits with a dose series show IC50 in µM; cell-free peptide binding, fluorescence dequenching, 30 min; higher % means a stronger effect; in the data active = inhibition mostly above about 52%, no sharp cut-off; inactive = mostly below about 76%; note: some results filed as inactive read as strong as hits
MgcRacGAP inhibition – MgcRacGAP GTPase-activating activity inhibitors, confirmation, biochemical, ADP Hunter fluorescence; MgcRacGAP-stimulated Rac1 GTP hydrolysis, ADP Hunter fluorescence; higher % means a stronger effect; GST-tagged Rac1 F28L mutant substrate; one-dose inhibition, % at 30 µM; IC50 in µM for titrated hits; 0.6% of 340,000 active; AID 624330;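 active = first-screen hits whose inhibition reached a set limit at any dose in the follow-up dose series; inconclusive = inhibition above the set first-screen limit but never retested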;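 note: fluorescence reports GDP produced by GAP-driven GTP hydrolysis; strong numbers were not always called active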
* = called active by the depositor; & = joins results of further samples; [ ] = dose if it differs, or a comment. Cut-off read from the data, not from the text of the source, unless noted: active = inhibition above about 50%; inactive = the rest. This is a subset. The share of hits here may be higher or lower than overall.

What do the screens show for `Cc1cccc(NCCC(=O)c2ccc(Br)cc2)c1`?
NOD2 inhibition: 4.0%; KOR beta-arrestin-1: 8.9%; SV40 large T antigen: -2.1%; GPR55 LPI antagonism: 1.8%; KOR beta-arrestin-2: 0.1%; GPR55 activation: -0.2%; HIV fusion peptide: -4.0%; MgcRacGAP inhibition: 15.2%

How did Cc1nc(Cl)c2c(n1)N(CC(N)=O)C(=O)CO2 do in these assays?
NOD2 inhibition: 7.4%; KOR beta-arrestin-1: 9.2%; NOD1 NF-kB reporter: -0.1%; SV40 large T antigen: 10.2%; GPR55 LPI antagonism: -11.6%; KOR beta-arrestin-2: -1.6%; GPR55 activation: -0.2%; HIV fusion peptide: 3.1%; MgcRacGAP inhibition: 5.3%

What do the screens show for `Cc1cnc(NC(=O)/C=C/c2ccc(Br)o2)s1`?
NOD2 inhibition: -58.9%; KOR beta-arrestin-1: -22.6%; NOD1 NF-kB reporter: -3.8%; SV40 large T antigen: 10.4%; GPR55 LPI antagonism: 3.1%; KOR beta-arrestin-2: 2.5%; GPR55 activation: 0.7%; HIV fusion peptide: 0.4%; MgcRacGAP inhibition: 9.4%

Results for CCc1ccc(C(=O)/C=C/Nc2ccc(S(=O)(=O)Nc3cnc4ccccc4n3)cc2)cc1 ?
NOD2 inhibition: -21.2%; KOR beta-arrestin-1: -40.6%; NOD1 NF-kB reporter: 4.0%; SV40 large T antigen: -0.3%; GPR55 LPI antagonism: -2.7%; KOR beta-arrestin-2: 0.0%; GPR55 activation: -0.1%; HIV fusion peptide: -0.8%; MgcRacGAP inhibition: 13.8%&10.5%

What do the screens show for `CCN(CC)c1ccc(/C=N/NC(=O)C2CC2)cc1`?
NOD2 inhibition: -12.3%; KOR beta-arrestin-1: 3.1%; NOD1 NF-kB reporter: -15.3%; SV40 large T antigen: 27.8%; GPR55 LPI antagonism: -8.0%; KOR beta-arrestin-2: -1.7%; GPR55 activation: 0.3%; HIV fusion peptide: -2.0%; MgcRacGAP inhibition: inconclusive

Results for C1=CC2CCC1ON2c1ccccc1 (stereo not drawn) ?
NOD2 inhibition: -17.8%; KOR beta-arrestin-1: 7.7%; NOD1 NF-kB reporter: -5.6%; SV40 large T antigen: 4.1%; GPR55 LPI antagonism: 7.4%; KOR beta-arrestin-2: 4.4%; GPR55 activation: -0.3%; HIV fusion peptide: -0.8%; MgcRacGAP inhibition: 3.5%

How did CCOC(=O)c1c(N)sc(C(=O)N(C)C)c1C do in these assays?
NOD2 inhibition: 8.7%; KOR beta-arrestin-1: 1.9%; NOD1 NF-kB reporter: -5.0%; SV40 large T antigen: 4.9%; GPR55 LPI antagonism: 1.3%; KOR beta-arrestin-2: 5.6%; GPR55 activation: -0.2%; HIV fusion peptide: 0.3%; MgcRacGAP inhibition: 3.3%

Results for CN(CC(=O)Nc1ccc(S(N)(=O)=O)cc1)C1CCCCC1 ?
NOD2 inhibition: 1.1%; KOR beta-arrestin-1: -53.3%; NOD1 NF-kB reporter: -21.0%; SV40 large T antigen: 5.4%; GPR55 LPI antagonism: -8.6%; KOR beta-arrestin-2: 3.2%; GPR55 activation: -0.2%; HIV fusion peptide: 2.0%; MgcRacGAP inhibition: 2.0%

What do the screens show for `Cc1cc(C(=O)O)c(S(C)(=O)=O)s1`?
NOD2 inhibition: 15.5%; KOR beta-arrestin-1: 10.9%; NOD1 NF-kB reporter: 14.6%; SV40 large T antigen: 1.7%; GPR55 LPI antagonism: 12.1%; KOR beta-arrestin-2: -2.8%; GPR55 activation: -0.2%; HIV fusion peptide: -0.7%; MgcRacGAP inhibition: 4.5%

How did COC(=O)C(c1ccccc1)C(C(=O)OC)c1ccccc1 (stereo not drawn) do in these assays?
NOD2 inhibition: 5.5%; KOR beta-arrestin-1: 16.5%; NOD1 NF-kB reporter: -1.7%; SV40 large T antigen: 7.4%; GPR55 LPI antagonism: -8.8%; KOR beta-arrestin-2: -1.0%; GPR55 activation: 1.1%; HIV fusion peptide: 2.6%; MgcRacGAP inhibition: 4.3%

What do the screens show for `C/C(=N\NC(=O)C1CC1)c1ccc(OC(F)F)cc1OC(F)F`?
NOD2 inhibition: 10.4%; KOR beta-arrestin-1: -21.4%; NOD1 NF-kB reporter: 29.1%; SV40 large T antigen: 5.6%; GPR55 LPI antagonism: -1.2%; KOR beta-arrestin-2: 4.8%; GPR55 activation: 0.5%; HIV fusion peptide: 1.9%; MgcRacGAP inhibition: -3.7%

What do the screens show for `Oc1ccccc1C(=S)N1CCN(C(=S)c2ccccc2O)CC1`?
NOD2 inhibition: -38.8%; NOD1 NF-kB reporter: -5.6%; SV40 large T antigen: 0.4%; GPR55 LPI antagonism: 8.0%; KOR beta-arrestin-2: -3.3%; GPR55 activation: 0.0%; HIV fusion peptide: -4.0%; MgcRacGAP inhibition: 9.0%

How did c1coc(-c2nc3nc4ccccc4nc3n2-c2ccc3c(c2)OCCO3)c1 do in these assays?
NOD2 inhibition: -13.8%; KOR beta-arrestin-1: -48.4%; NOD1 NF-kB reporter: -11.0%; SV40 large T antigen: 4.6%; GPR55 LPI antagonism: -9.9%; KOR beta-arrestin-2: 8.0%; GPR55 activation: -0.2%; HIV fusion peptide: -0.4%; MgcRacGAP inhibition: -4.3%

Results for CC1(C)Cc2c(C#N)c(N)sc(=S)c2CS1 ?
NOD2 inhibition: 12.0%; KOR beta-arrestin-1: 11.1%; NOD1 NF-kB reporter: -2.5%; SV40 large T antigen: 32.4%; GPR55 LPI antagonism: 17.9%; KOR beta-arrestin-2: -3.4%; GPR55 activation: -0.1%; HIV fusion peptide: -1.2%; MgcRacGAP inhibition: 29.9%

How did CCOC(=O)c1n[nH]n2c1nc(=O)c1ccccc12 do in these assays?
NOD2 inhibition: 14.4%; KOR beta-arrestin-1: 21.8%; NOD1 NF-kB reporter: -6.0%; SV40 large T antigen: 4.6%; GPR55 LPI antagonism: 4.4%; KOR beta-arrestin-2: -2.3%; GPR55 activation: -0.3%; HIV fusion peptide: -1.4%; MgcRacGAP inhibition: -1.0%

How did Cc1cc2cc(CN(Cc3cccs3)Cc3nnnn3CC3CCCO3)c(=O)[nH]c2cc1C (stereo not drawn) do in these assays?
NOD2 inhibition: 10.3%; KOR beta-arrestin-1: -3.9%; NOD1 NF-kB reporter: -17.1%; SV40 large T antigen: 2.6%; GPR55 LPI antagonism: 8.3%; KOR beta-arrestin-2: -2.1%; GPR55 activation: -0.1%; HIV fusion peptide: 0.1%; MgcRacGAP inhibition: 7.5%

What do the screens show for `Cn1nnc(C(O)CNCc2ccc(Cl)cc2)n1` (stereo not drawn)?
NOD2 inhibition: -0.9%; KOR beta-arrestin-1: 19.5%; NOD1 NF-kB reporter: -24.6%; SV40 large T antigen: -1.2%; GPR55 LPI antagonism: 4.0%; KOR beta-arrestin-2: -4.3%; GPR55 activation: -0.3%; HIV fusion peptide: 0.1%; MgcRacGAP inhibition: 1.5%

How did O=C(CCCN1C(=O)/C(=C/c2ccc(F)cc2)SC1=S)NC1CCS(=O)(=O)C1 (stereo not drawn) do in these assays?
NOD2 inhibition: 21.4%; KOR beta-arrestin-1: 9.1%; NOD1 NF-kB reporter: 4.5%; SV40 large T antigen: 3.3%; GPR55 LPI antagonism: 17.7%; KOR beta-arrestin-2: 7.6%; GPR55 activation: -0.1%; HIV fusion peptide: 2.4%; MgcRacGAP inhibition: 10.7%

What do the screens show for `O=C(COC(=O)c1cc(=O)c2ccccc2o1)NC1CCCC1`?
NOD2 inhibition: 9.8%; KOR beta-arrestin-1: -45.3%; NOD1 NF-kB reporter: -20.8%; SV40 large T antigen: 4.2%; GPR55 LPI antagonism: 1.5%; KOR beta-arrestin-2: 2.9%; GPR55 activation: -0.8%; HIV fusion peptide: -0.7%; MgcRacGAP inhibition: 12.7%

What do the screens show for `NC(=O)CC(NC(=O)c1cccc(Br)c1)c1ccc(NC2CCCCCCC2)c([N+](=O)[O-])c1` (stereo not drawn)?
NOD2 inhibition: 3.3%; KOR beta-arrestin-1: -34.8%[20 µM]; NOD1 NF-kB reporter: -4.4%; SV40 large T antigen: 5.2%; GPR55 LPI antagonism: 5.4%; KOR beta-arrestin-2: -0.2%; GPR55 activation: 0.8%; HIV fusion peptide: 0.2%; MgcRacGAP inhibition: 7.2%

Results for S=C1N(c2ccccc2)C(c2cccc3ccccc23)N2CCCN12 (stereo not drawn) ?
NOD2 inhibition: -35.1%; KOR beta-arrestin-1: 52.2%; NOD1 NF-kB reporter: 15.1%; SV40 large T antigen: 4.0%; GPR55 LPI antagonism: 0.9%; KOR beta-arrestin-2: -3.5%; GPR55 activation: 0.2%; HIV fusion peptide: 21.2%; MgcRacGAP inhibition: 3.0%

How did Fc1cccc(NC(=S)N2CCc3ccccc32)c1 do in these assays?
NOD2 inhibition: 16.4%; KOR beta-arrestin-1: -7.8%; NOD1 NF-kB reporter: -15.3%; SV40 large T antigen: 9.6%; GPR55 LPI antagonism: -0.3%; KOR beta-arrestin-2: -3.8%; GPR55 activation: 0.8%; HIV fusion peptide: -0.9%; MgcRacGAP inhibition: 7.2%

Results for COc1ccc(C)cc1NC(=O)NNC(=O)C(C)Oc1ccc([N+](=O)[O-])cc1 (stereo not drawn) ?
NOD2 inhibition: -5.8%; KOR beta-arrestin-1: -0.4%; NOD1 NF-kB reporter: -41.5%; SV40 large T antigen: 11.6%; GPR55 LPI antagonism: 1.2%; KOR beta-arrestin-2: -1.0%; GPR55 activation: 0.3%; HIV fusion peptide: 1.5%; MgcRacGAP inhibition: 10.4%

How did CCN(CC)c1ccc([N+](=O)[O-])cc1C(=O)N1CCOCC1 do in these assays?
NOD2 inhibition: 5.7%; KOR beta-arrestin-1: -9.4%[20 µM]; NOD1 NF-kB reporter: -13.3%; SV40 large T antigen: 7.5%; GPR55 LPI antagonism: 17.6%; KOR beta-arrestin-2: -5.2%; GPR55 activation: -0.1%; HIV fusion peptide: -1.2%; MgcRacGAP inhibition: 8.8%

How did Cc1[nH]nc(N=Cc2c(O)n(C)c(=O)n(C)c2=O)c1-c1ccccc1 do in these assays?
NOD2 inhibition: 3.5%; KOR beta-arrestin-1: -23.0%; NOD1 NF-kB reporter: 8.1%; GPR55 LPI antagonism: -12.4%; KOR beta-arrestin-2: -0.9%; GPR55 activation: 0.3%; HIV fusion peptide: 0.4%

What do the screens show for `CCCOc1ccc(C(=O)CCCC(=O)c2ccc(OCCC)cc2)cc1`?
NOD2 inhibition: 13.8%; KOR beta-arrestin-1: -36.0%; NOD1 NF-kB reporter: -3.6%; SV40 large T antigen: 4.5%; GPR55 LPI antagonism: -11.0%; KOR beta-arrestin-2: -0.2%; GPR55 activation: -0.1%; HIV fusion peptide: -0.1%; MgcRacGAP inhibition: 9.8%

How did COc1ccc(S(=O)(=O)N2CCOCC2)cc1NC(=O)COc1ccccc1OC do in these assays?
NOD2 inhibition: 13.8%; KOR beta-arrestin-1: -37.4%; NOD1 NF-kB reporter: 16.4%; SV40 large T antigen: 6.8%; GPR55 LPI antagonism: 7.7%; KOR beta-arrestin-2: -0.8%; GPR55 activation: -0.1%; HIV fusion peptide: 0.2%; MgcRacGAP inhibition: 6.8%
